Bioassay records: PubChem, SRMLSC
MRP resist rev – MRP-mediated drug resistance reversal; H69AR cells + 2 uM doxorubicin, CellTiter-Glo, 72 h; differential viability (reversal), % at 10 µM; 85,000 tested, 0.04% active; AID 602;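 active means viability drop by adding the cancer drug above about 55%, with treated viability meeting a 40% cutoff, limit read from the data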;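 further: viability without doxorubicin minus viability with 2 µM doxorubicin for each compound; larger differential means the compound sensitizes cells more to doxorubicin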
MRP resist rev cytotoxicity – recorded beside MRP resist rev, whose call it bears; viability, %; H69AR cells, CellTiter-Glo, 72 h; measured here: cytotoxicity without doxorubicin
MRP resist rev with doxorubicin – recorded beside MRP resist rev, whose call it bears; viability, %; measured here: viability with 2 uM doxorubicin; stronger effect = lower value
Active calls of the source: *.

SMILES | MRP resist rev | MRP resist rev cytotoxicity | MRP resist rev with doxorubicin
c1ccc2c3c([nH]c2c1)CNCC3 | 3.2 | 87.0 | 83.8
CCCC(=O)OCC[N+](C)(C)C | -6.8 | 100.9 | 107.7
COP(=O)(OC)C(O)C(Cl)(Cl)Cl (configuration not stated) | -3.5 | 77.8 | 81.4

Results in MRP resist rev with doxorubicin and MRP resist rev (two entries from above):
mol | MRP resist rev with doxorubicin | MRP resist rev
c1ccc2c3c([nH]c2c1)CNCC3 | 83.8 | 3.2
COP(=O)(OC)C(O)C(Cl)(Cl)Cl (configuration not stated) | 81.4 | -3.5

Reprinted at random: two compounds from above
SMILES | MRP resist rev | MRP resist rev cytotoxicity | MRP resist rev with doxorubicin
CCCC(=O)OCC[N+](C)(C)C | -6.8 | 100.9 | 107.7
COP(=O)(OC)C(O)C(Cl)(Cl)Cl (configuration not stated) | -3.5 | 77.8 | 81.4

Some of the compounds tested. The share of hits here may be higher or lower than overall.
